Screens (PubChem BioAssay)
CDK5 p35 inh = inhibitors of human CDK5/p35 kinase, primary screen, biochemical, single concentration. Recombinant CDK5/p35, ADP-Glo luminescence, 60 min. AID 488839, 2010. inhibition, % at 10 µM. actives 0.01% (n = 330,000). Cyclin-dependent kinase 5 (Homo sapiens) + Cyclin-dependent kinase 5 activator 1 (Homo …;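 active = highest replicate inhibition of at least 50% and at least 75% of replicates reaching 50%; inconclusive = only one of the two criteria met; inactive = both criteria failed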;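 also: plate controls were DMSO neutral control for no effect and GW8510 at 10 µM for full effect; many of its hits are not listed in these tables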
Mot1-301 SUMO = yeast Mot1-301 growth rescue at high temperature, primary screen, SUMOylation pathway inhibitor project, S. cerevisiae, ATP luminescence, 38.5C | actives 1% (n = 320,000) | S. cerevisiae Mot1-301 growth rescue; percent above DMSO median, 100 means doubled | growth rescue, % at 18.8 µM;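 active = every valid replicate shows activation above 250% relative to neutral control wells; inactive = the rest, any valid replicate at or below 250%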;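 also: OY570 slx delta 5 strain wells were the positive control but not used for scaling; some compounds called inactive have numbers as strong as hits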
DSG3 Ab inh = inhibitors of pemphigus antibody binding to DSG3, primary screen, biochemical, bead-based, flow cytometry, scFv-GFP | Desmoglein-3 (Homo sapiens), P32926 | binding (percent of control), % at 10 µM | DSG3-coupled beads, scFv-anti-DSG3-GFP binding; active compounds read low | actives 0.48% (n = 310,000);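 active = binding more than 3 SD below its plate's average and above zero; inconclusive = below that plate limit but binding exactly zero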;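 also: hits lower antibody fragment binding to DSG3; some compounds called inactive have numbers as strong as hits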
Arr AP2 block = inhibitors of beta-arrestin/AP2 binding, primary screen, biochemical, GPCR trafficking, flow cytometry. beta-arrestin 1 C-terminal peptide binding to AP2 beta2-adaptin appendage (human). FITC-arrestin peptide / GST-AP2 beads; AP2 beta2 appendage carries R879A mutation. inhibition, % at 10 µM. actives 0.31% (n = 340,000). AID 504490, 2011;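 active = inhibition above a set limit, near 3 SD of compounds lacking own fluorescence, cut at about 54% in these data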;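 also: plate controls were DMSO wells for no effect and 5 µM unlabelled arrestin peptide for full effect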
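Material – GST-tagged AP2 beta2-adaptin appendage (R879A) on 4 µm glutathione beads · Probe or stimulus – fluorescein-tagged arrestin peptide at 50 nM final · Timing – 12 min plus 1 h, RT · Detection – bead flow cytometry, FITC channel · Read-out basis – inhibition as reduced fluorescein signal on beads, percent · Medium – PBS plus Tween 20 (0.05%) and BSA (0.1%)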
NSD2 inh = NSD2 histone methyltransferase inhibitors, primary screen, biochemical, AlphaScreen, single concentration, set 2. NSD2 peptide methylation, 120 min. actives 0.54% (n = 310,000). inhibition, % at 12.5 µM. AID 743445, 2014. Histone-lysine N-methyltransferase NSD2 (Homo sapiens), O96028; in the data active = inhibition above about 50%
PKA-R1A act = activators of PKA-R1A holoenzyme, primary screen, biochemical, fluorescence polarization, Cy5-IP20, bovine R1A, mouse PKAc. cAMP-dependent protein kinase type I-alpha regulatory subunit (Bos taurus) + …. PKA-R1A dissociation; scaled: DMSO 0%, 113 µM cGMP 100%. activation, % at 11.4 µM. actives 0.083% (n = 340,000);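 active = percent activation above the mean of all tested compounds plus 3 SD, cut at about 19% in these data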;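 also: higher means more PKAc released from R1A so a rise in polarization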
MITF TRPM1 HTS = activators of MITF-driven TRPM1 promoter reporter, primary screen, cell-based, SK-MEL-5, luciferase, single point; activation, % at 12.5 µM; actives 0.75% (n = 300,000); AID 588334, 2011; SK-MEL-5 TRPM1-promoter luciferase, 24 h; % of positive control, neutral wells = 0;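 active = mean activation of at least 80% with every replicate also reaching 80%; inconclusive = mean reaches 80% but some replicate falls short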;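 also: 0% = neutral control wells and 100% = parthenolide positive control wells; values of inactives mirror those of a sister screen read the other way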
SR-BI HDL uptake = inhibitors of SR-BI mediated HDL lipid uptake, primary screen, ldlA[mSR-BI] cells, fluorescence, single point; inhibition, % at 12.5 µM; Scavenger receptor class B member 1 (Mus musculus), Q61009; AID 488896, 2010; ldlA[mSR-BI] CHO cells, DiI-HDL uptake fluorescence, 3 h; actives 0.96% (n = 320,000);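 active = mean replicate inhibition of at least 70% and a set share of replicates each scoring 70 or more; inconclusive = meets just one of the two criteria; inactive = fails both criteria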;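 also: 0% = median of neutral control wells and 100% = median of positive control wells; values of inactives mirror those of a sister screen read the other way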
Target sequence (Q61009 whole entry, looked up): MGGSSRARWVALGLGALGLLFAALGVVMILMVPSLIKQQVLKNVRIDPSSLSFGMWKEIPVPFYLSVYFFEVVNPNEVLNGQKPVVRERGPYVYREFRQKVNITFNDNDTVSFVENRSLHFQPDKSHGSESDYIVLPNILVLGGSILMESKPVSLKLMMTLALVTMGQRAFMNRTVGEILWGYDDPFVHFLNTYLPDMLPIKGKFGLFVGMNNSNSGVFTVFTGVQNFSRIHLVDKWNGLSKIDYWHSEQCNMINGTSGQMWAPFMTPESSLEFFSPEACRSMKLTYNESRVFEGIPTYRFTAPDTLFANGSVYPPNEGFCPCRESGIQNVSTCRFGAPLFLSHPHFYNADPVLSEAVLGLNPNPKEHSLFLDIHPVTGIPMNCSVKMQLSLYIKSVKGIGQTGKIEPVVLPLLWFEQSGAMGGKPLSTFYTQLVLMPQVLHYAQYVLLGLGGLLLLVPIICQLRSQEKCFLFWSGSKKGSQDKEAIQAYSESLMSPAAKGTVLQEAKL
dFosB act = activators of delta FosB homodimer, primary screen, biochemical, fluorescence polarization, TAMRA-CDK5 oligo, single point | Protein FosB (Mus musculus), P13346 | purified delta FosB; percent of positive-control signal above neutral wells | activation, % at 25 µM | actives 0.99% (n = 340,000) | AID 493131, 2011;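 active = mean activation above about 17%, with every replicate also reaching it, limit read from the data, passing the limit was not always enough; inconclusive = only one of the two conditions met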;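 also: fluorescence polarization rise as delta FosB binds a TAMRA Cdk5 AP-1 oligo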
SR-BI uptake up = activators of SR-BI mediated DiI-HDL uptake, primary screen, ldlA[mSR-BI] CHO cells, DiI fluorescence; AID 504775, 2011; 3 h; 100 = double the neutral-control signal; actives 0.096% (n = 320,000); activation, % at 12.5 µM;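 active = mean replicate activation of at least 60% and every replicate at or above 60%; inconclusive = mean or all-replicate condition met, but not both; inactive = mean below 60% and not all replicates reaching 60%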;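 also: 0% = median plate neutral-control signal and 100% = twice that signal; values of inactives mirror those of a sister screen read the other way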
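system = CHO ldlA[mSR-BI] cells, LDL receptor-null, SR-BI overexpressing | medium = Ham's F12 with 0.5% BSA, HEPES 25 mM, pH 7.4 | probe or stimulus = DiI-HDL 10 µg/mL | compound dosing = single-point compound dose | incubation = compound exposure 3 h, 37 °C | technique = DiI fluorescence, bottom read | read-out = cell-associated DiI fluorescence as measure of HDL uptake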
PKA-R2B act = activators of PKA-R2B holoenzyme, primary screen, biochemical, fluorescence polarization, Cy5-IP20, human | cAMP-dependent protein kinase catalytic subunit beta (Homo sapiens) + cAMP-dependent … | PKA-R2B holoenzyme dissociation; R2B truncated from residue 108, S112A mutant; 0% DMSO only, 100% 113 µM cGMP | activation, % at 11.4 µM | actives 0.079% (n = 340,000) | AID 504700, 2011;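 active = activation above a cutoff set at the mean over all compounds plus 3 SD, cut at about 18% in these data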;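 also: higher means more holoenzyme dissociation and a rise in polarization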
Target sequence (P31323 whole entry, looked up, other chains not shown, the tested form may be a part): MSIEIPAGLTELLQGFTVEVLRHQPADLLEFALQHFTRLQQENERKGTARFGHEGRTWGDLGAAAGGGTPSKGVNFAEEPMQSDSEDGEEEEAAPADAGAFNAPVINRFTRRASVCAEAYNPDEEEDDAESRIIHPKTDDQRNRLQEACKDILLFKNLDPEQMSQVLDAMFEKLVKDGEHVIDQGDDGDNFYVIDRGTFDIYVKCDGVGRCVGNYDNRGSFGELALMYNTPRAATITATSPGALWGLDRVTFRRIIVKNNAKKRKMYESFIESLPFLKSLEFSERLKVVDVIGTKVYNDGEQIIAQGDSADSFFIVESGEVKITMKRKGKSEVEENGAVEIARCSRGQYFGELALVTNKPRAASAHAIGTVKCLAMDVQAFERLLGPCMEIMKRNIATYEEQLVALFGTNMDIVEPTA
Starred values were filed as active, the others as inactive; ? = inconclusive; · = not tested or not shown.

SMILES	CDK5 p35 inh	Mot1-301 SUMO	DSG3 Ab inh	Arr AP2 block	NSD2 inh	PKA-R1A act	MITF TRPM1 HTS	SR-BI HDL uptake	dFosB act	SR-BI uptake up	PKA-R2B act
CN(C(=O)c1cccs1)C1(C)CCS(=O)(=O)C1 (configuration not stated)	0.9	90	98	42	6	8	-1	-13	0	13	-16
Brc1ccc(-c2cn3c(n2)CCc2ccc4cccnc4c2-3)cc1	1.1	·	99	-4	2	0	-25	27	3	-27	-5
CC(C(=O)N1CCOCC1)N1c2cccc3cccc(c23)S1(=O)=O (configuration not stated)	-7.0	1	98	2	·	3	3	-2	-1	2	11
CN(C)c1cc2c(c(N(C)C)c1)C(=O)c1ccccc1C2=O	-2.7	-25	102	1	23	-16	8	?	2	-73	-10
O=C1Nc2ccccc2C1=Nc1ccc2[nH]c3ccccc3c2c1	1.5	·	89	19	2	4	-6	-5	-9	5	6
CCN1CCN(CCCNC(=O)CNC(=O)c2nn(-c3ccc(OC)cc3)c(=O)c3ccccc23)CC1	-1.3	-7	·	7	9	-9	-3	-1	-17	1	-9
C/C(CC(=O)Nc1ccc(Cl)c(C(F)(F)F)c1)=N\NC(=O)c1ccccc1O	0.4	21	99	13	-4	3	-16	17	-7	-17	-3
COc1ccc(NC(=O)c2[nH]c(C)c(C(C)=O)c2C)cc1S(=O)(=O)N1CCOCC1	-1.1	-1	·	-11	0	2	1	64	-6	-64	-2
Cc1nc2ccccc2cc1C(=O)N/N=C/c1cccs1	·	3	87	10	-1	-17	4	-10	-3	10	-1
CCN(CC)C(=O)COc1ccc2c3c(c(=O)oc2c1C)CCCC3	0.1	-4	113	7	-2	-6	·	38	-8	-38	-13
CCOC(=O)C1=C(COC(=O)COc2ccccc2C=O)NC(=O)NC1C (configuration not stated)	-0.9	-16	·	10	-1	-7	-5	12	2	-12	0
Cc1ccccc1NC(=O)CSc1nc2ccccc2o1	0.9	-25	103	0	0	0	38	-5	1	5	7
CCOC(=O)c1ccc(-c2c(-c3ccccc3OC)oc3ccccc23)cc1F	2.0	7	101	-4	·	-1	2	28	6	-28	-2
CC(=NCC1CCNCC1)C1=C(O)CC(C)(C)CC1=O	-0.3	24	97	4	0	3	4	-3	-1	3	0
NS(=O)(=O)c1ccc(Nc2ccc([N+](=O)[O-])c3nonc23)cc1	-0.6	-18	88	10	·	3	-4	·	6	·	1
CC(NC(=O)CSc1ccccc1C(=O)O)C1CC2CCC1C2 (configuration not stated)	-0.3	9	93	13	-2	2	7	-12	3	12	1
COc1cccc(/C=C2\SC(=S)N(CCC(=O)NCCc3ccc(O)cc3)C2=O)c1	2.6	18	·	-9	-3	-4	6	8	14	-8	-5
O=C(Cn1nc(Cc2ccncc2)c2ccccc2c1=O)N1CCc2ccccc2C1	-0.1	-13	105	11	·	4	·	16	-16	-16	-3
O=C(CSc1nnc(-c2ccc(F)cc2)c2ccccc12)Nc1ccccc1Cl	-0.6	61	112	6	-6	-5	-5	12	2	-12	-5
O=C(Cc1ccc([N+](=O)[O-])cc1)NNC(=O)c1cccs1	-1.5	-14	·	15	3	-1	-2	-9	-4	9	4
COc1ccccc1/C=C(/C#N)C(=O)O	-2.8	12	98	37	-1	10	9	-5	-6	5	4
Cc1c(C(=O)N(C)c2ccc(Cl)cc2)cnn1-c1ccccc1	-0.5	-19	104	11	-3	-10	41	67	-6	-67	-2
CC(C)NC(=O)CSc1nnc(COc2ccccc2Cl)o1	-0.7	-7	·	5	·	0	3	·	2	·	-5
CC(Oc1cccc(Cl)c1)C(=O)N1CCCN(C)CC1 (configuration not stated)	0.8	15	109	30	-2	-5	-7	-55	-1	·	-4
COCCN(C(=O)COC(=O)c1cc(C)oc1C)c1c(N)n(Cc2ccccc2)c(=O)[nH]c1=O	1.1	135	113	-3	-10	-1	-6	-20	0	20	-7

5 records picked at random from the list so far, as already listed:
SMILES	CDK5 p35 inh	Mot1-301 SUMO	DSG3 Ab inh	Arr AP2 block	NSD2 inh	PKA-R1A act	MITF TRPM1 HTS	SR-BI HDL uptake	dFosB act	SR-BI uptake up	PKA-R2B act
COCCN(C(=O)COC(=O)c1cc(C)oc1C)c1c(N)n(Cc2ccccc2)c(=O)[nH]c1=O	1.1	135	113	-3	-10	-1	-6	-20	0	20	-7
COc1ccccc1/C=C(/C#N)C(=O)O	-2.8	12	98	37	-1	10	9	-5	-6	5	4
CC(NC(=O)CSc1ccccc1C(=O)O)C1CC2CCC1C2 (configuration not stated)	-0.3	9	93	13	-2	2	7	-12	3	12	1
CC(C)NC(=O)CSc1nnc(COc2ccccc2Cl)o1	-0.7	-7	·	5	·	0	3	·	2	·	-5
Cc1nc2ccccc2cc1C(=O)N/N=C/c1cccs1	·	3	87	10	-1	-17	4	-10	-3	10	-1

Next structures follow:
SMILES	CDK5 p35 inh	Mot1-301 SUMO	DSG3 Ab inh	Arr AP2 block	NSD2 inh	PKA-R1A act	MITF TRPM1 HTS	SR-BI HDL uptake	dFosB act	SR-BI uptake up	PKA-R2B act
O=C(Cn1ncc2ccccc21)N1CCN(c2cccc(C(F)(F)F)c2)CC1	9.2	-26	105	29	-2	-9	15	-4	5	4	-3
O=S(=O)(/N=S1\CC=CCN1S(=O)(=O)c1ccccc1)c1ccccc1 (configuration not stated)	2.0	·	84	-16	-2	-10	8	18	-1	-18	-4
CCc1nc2nc(C)c(NS(=O)(=O)c3cccs3)c(=O)n2[nH]1	-0.8	203	·	-7	9	1	-4	-17	-7	17	-9
O=C(CC(c1ccccc1)(c1ccccc1)c1ccccc1)N[C@@H](Cc1ccccc1)C(=O)O	1.3	1	104	-5	·	1	3	-4	-20	4	0
Cc1cc(C)cc(N(C(C)C(=O)N2CCOCC2)S(C)(=O)=O)c1 (configuration not stated)	1.1	-2	·	35	2	·	-3	-1	-5	1	·
O=C(N/N=C\c1ccccn1)C1c2ccccc2Oc2ccccc21	-2.4	5	97	4	-2	3	-2	5	-5	-5	-9
CC(C)CCNC(=O)NC(=O)COc1c(F)c(F)cc(F)c1F	-3.5	8	93	-1	0	-11	5	5	-1	-5	-8
O=C(NCc1ccc2c(c1)OCO2)c1ccccc1Cl	-1.3	-10	101	-10	-2	-3	8	-10	0	10	-2
OCCNCCCOc1ccc(Cl)cc1Br	-2.4	12	104	10	14	2	4	29	-9	-29	5
O=C1C2C(C(=O)N1c1ccccc1)N1CCCN1C2c1ccccc1 (configuration not stated)	-1.3	10	107	-4	9	-8	2	-5	-7	5	-13
O=C1OC(c2ccc(O)cc2)(c2ccc(O)cc2)c2ccccc21	-0.6	3	108	-11	·	-7	4	6	4	1	-11
O=C1CC(N2CCN(c3ccc(Cl)cc3)CC2)C(=O)N1c1ccc(F)cc1 (configuration not stated)	0.3	-7	98	11	28	-15	-5	-32	-6	32	3
COc1ccc(OC)c(C2CC(=O)Nc3c2c(=O)[nH]c2ncnn32)c1 (configuration not stated)	-2.0	73	94	25	·	-2	9	-10	-3	10	-15
COc1cccc(CNC(=O)C2CCN(S(=O)(=O)c3ccc(Br)s3)CC2)c1	-0.4	58	·	-3	-4	-11	3	·	-6	·	-6
CC(CCc1ccccc1)NC(=O)CN1CCc2ccccc2C1 (configuration not stated)	-0.3	12	106	43	0	5	5	7	-2	-7	-11
COc1ccc(C2C(C(C)=O)=C(O)C(=O)N2CCc2ccccc2)c(OC)c1 (configuration not stated)	7.2	-12	104	5	6	-2	-9	-5	-3	5	-7
COc1ccc(/C=C(\NC(=O)c2cccs2)C(=O)Nc2cccc3ccccc23)cc1OC	·	-8	100	-3	-2	-8	-14	5	-8	-5	-1
CC(C(=O)NC(C)(C)C)N(C(=O)CS(=O)CC(=O)Nc1ccc(F)cc1)C1CCCC1 (configuration not stated)	-0.1	73	95	7	7	-1	-1	2	-9	-2	0
Cc1cc(NS(=O)(=O)c2ccc(NC(=O)CCCOc3ccc(Cl)cc3)cc2)no1	-0.2	-12	·	4	-6	1	-8	-18	-9	18	1
CSc1nc(SCC(=O)O)c2c3c(sc2n1)COC(C)(C)C3	-3.1	13	90	0	0	-6	10	·	-1	·	-5
O=C(O)CC/C(=C\c1ccc(N2CCOCC2)c([N+](=O)[O-])c1)c1nc2ccccc2s1	1.2	·	101	-80	4	-13	-2	19	0	-19	-6
CCOC(=O)c1sc(=S)sc1SCc1cccc(C(F)(F)F)c1	-1.0	17	104	7	-3	-4	-17	-15	4	15	-11

In the list so far, these have a furan ring, fused or not:
SMILES	CDK5 p35 inh	Mot1-301 SUMO	DSG3 Ab inh	Arr AP2 block	NSD2 inh	PKA-R1A act	MITF TRPM1 HTS	SR-BI HDL uptake	dFosB act	SR-BI uptake up	PKA-R2B act
CCOC(=O)c1ccc(-c2c(-c3ccccc3OC)oc3ccccc23)cc1F	2.0	7	101	-4	·	-1	2	28	6	-28	-2
COCCN(C(=O)COC(=O)c1cc(C)oc1C)c1c(N)n(Cc2ccccc2)c(=O)[nH]c1=O	1.1	135	113	-3	-10	-1	-6	-20	0	20	-7

Rows are unselected; 4.7% or so of the library scored in one or more.
